Source: PubChem
EPAC2 ag = EPAC2 (human) agonism | Q8WZA2 | EPAC2 activation, biochemical qHTS; response scale: 100% = 6.5 mM cAMP response | Potency, µM (top dose mostly 154 µM), for inactives: at the highest dose activation, actives largely listed as activators | 360,000 tested, 0.079% active | AID 720711; also: nearly all actives have a fitted effect of over 50% in size
Target sequence (Q8WZA2 whole entry, looked up): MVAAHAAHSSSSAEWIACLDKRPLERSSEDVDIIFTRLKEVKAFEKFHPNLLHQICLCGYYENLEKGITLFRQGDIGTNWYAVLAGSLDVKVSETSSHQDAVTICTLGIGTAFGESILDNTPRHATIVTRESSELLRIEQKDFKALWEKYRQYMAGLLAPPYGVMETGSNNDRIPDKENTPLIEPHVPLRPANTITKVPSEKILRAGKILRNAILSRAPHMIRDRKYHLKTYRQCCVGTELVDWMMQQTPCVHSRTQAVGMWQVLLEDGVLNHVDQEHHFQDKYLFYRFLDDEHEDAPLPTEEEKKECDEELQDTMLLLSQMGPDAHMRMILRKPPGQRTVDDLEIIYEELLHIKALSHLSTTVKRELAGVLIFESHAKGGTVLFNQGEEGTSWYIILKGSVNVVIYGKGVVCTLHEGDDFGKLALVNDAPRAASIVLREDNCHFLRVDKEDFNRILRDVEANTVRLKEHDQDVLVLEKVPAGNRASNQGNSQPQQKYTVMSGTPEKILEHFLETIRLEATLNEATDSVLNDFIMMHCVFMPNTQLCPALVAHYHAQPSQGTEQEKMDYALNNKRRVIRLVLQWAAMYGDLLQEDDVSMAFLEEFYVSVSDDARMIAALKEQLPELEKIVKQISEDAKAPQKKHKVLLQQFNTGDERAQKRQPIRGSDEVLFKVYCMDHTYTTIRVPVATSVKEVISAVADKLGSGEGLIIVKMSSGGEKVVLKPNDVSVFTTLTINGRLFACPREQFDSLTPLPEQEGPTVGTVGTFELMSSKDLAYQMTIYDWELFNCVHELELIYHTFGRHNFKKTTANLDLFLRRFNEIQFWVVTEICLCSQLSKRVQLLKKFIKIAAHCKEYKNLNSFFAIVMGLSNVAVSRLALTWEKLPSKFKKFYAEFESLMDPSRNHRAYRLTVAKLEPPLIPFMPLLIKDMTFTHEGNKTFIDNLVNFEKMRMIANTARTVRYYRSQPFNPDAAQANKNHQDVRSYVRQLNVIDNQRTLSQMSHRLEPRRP
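Fluorescence exchange assay: 100 nM EPAC2 with 250 nM RAP1B-BODIPY-GDP and 50 uM GDP; compounds tested as a concentration-titration series (qHTS). Loss of Rap1-bound BODIPY-GDP fluorescence read at 480/540 nm; data normalized to 6.5 mM cAMP.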
EPAC2 antagonist = antagonists of human EPAC2 | 360,000 tested, 0.18% active | EPAC2 GEF exchange of Rap1B-BODIPY-GDP, fluorescence | Potency, µM (highest dose often 114 µM), inactives show at the top dose activity, negative = inhibition, actives largely listed as inhibitors | Q8WZA2; also: % is scaled to controls: 0 for no effect and ±100 for the full control effect; nearly all actives have a fitted effect of over 45% in size; many of its hits are not listed in these tables
PTHR1 ag = PTHR1 (human) receptor agonism | Q03431 | HEK293 GP2 PTHR1 cells, GloSensor cAMP luminescence, 1 h | Potency, µM (series often up to 115 µM), without a hit: at the top dose activation, most hits filed as activators | 410,000 tested, 0.075% active; also: nearly all actives have a fitted effect of over 55% in size; some results filed as inactive show a strong effect at the top dose; inactives centre near -15; many of its hits are not listed in these tables
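HEK-293-derived GP2 cells expressing PTHR1 and a GloSensor cAMP reporter, 3,000/well, plated overnight, given luciferin plus IBMX (each 0.5 mM as added) for 1 h at 37 °C, then compound for 1 h at 37 °C. Luminescence was read after 15 min at room temperature.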
EPAC1 ag = EPAC1 (human) agonism; EPAC1 agonist qHTS, biochemical assay; response scale: 100% = response to 6.5 mM cAMP; Potency, µM (doses to about 154 µM), without a hit: at the top dose activation, actives largely listed as activators; O95398; 360,000 tested, 0.073% active; AID 720707; also: nearly all actives have a fitted effect of over 60% in size
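Read-out is the fluorescence drop as BODIPY-GDP leaves Rap1B (480 nm excitation, 540 nm emission), recorded every 5 minutes over 30 minutes. Reactions held 100 nM EPAC1, 250 nM Rap1B–BODIPY-GDP and 50 uM GDP, with 6.5 mM cAMP setting full activation.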
EPAC1 antag = EPAC1 (human) antagonism. 360,000 tested, 0.14% active. AID 720709. EPAC1 GEF assay, Rap1b-BODIPY-GDP exchange fluorescence. Potency, µM (titrated, usually from 115 µM), without a hit: top-dose activity change, negative = inhibition, actives largely listed as inhibitors;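 also: plate controls were vehicle for no effect and positive control for full effect; nearly all actives have a fitted effect of over 50% in size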
TDP43 rescue = rescues yeast growth from TDP-43 toxicity; TDP-43 expressing yeast growth rescue, BacTiter-Glo, 24 h; Potency, µM (top dose mostly 46.1 µM), for inactives: at the top dose growth rescue (activation), actives largely listed as activators; AID 652104; 410,000 tested, 1.8% active; also: % of control where 0% means no effect; nearly all actives have a fitted effect of over 50% in size
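Yeast expressing TDP-43 (pregrown in raffinose, seeded at OD600=0.02 in galactose medium) exposed to compounds 24 hr at 30 deg C. Growth read by BacTiter-Glo luminescence; rescue of toxicity appears as increased signal.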
FUS suppressor = FUS proteinopathy suppression in yeast; S. cerevisiae FUS-expressing, growth rescue, OD600, 24 h; Potency, µM (series often up to 76.6 µM), without a hit: at the highest dose growth rescue (activation), hits mostly activators; 390,000 tested, 0.24% active; AID 1347120;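 also: plate controls were DMSO vehicle for no effect and reference control for full effect; nearly all actives have a fitted effect of over 55% in size; some results filed as inactive show a strong effect at the top dose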
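Cultures pregrown in 2.5% raffinose medium are shifted to minimal medium containing 2% galactose to express toxic FUS. Compounds are tested at several concentrations. After 24hr at 30C, growth is quantified at 600 nm absorbance.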
aSyn yeast inh = inhibitors of alpha-synuclein toxicity in yeast; Yeast expressing alpha-synuclein, growth rescue, BacTiter-Glo, 24 h; Potency, µM (series often up to 46.1 µM), without a hit: at the highest dose growth rescue (activation), usual class: activators; 370,000 tested, 0.14% active; also: % of control where 0% means no effect; nearly all actives have a fitted effect of over 65% in size
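Rescue of yeast growth: cells expressing toxic alpha-synuclein, induced in galactose at OD600 0.02, incubated with compound 24 h at 30 C. ATP luminescence quantified growth; inhibitors of toxicity appear as activators.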
The depositor's hits bear a star; i = inactive; u = inconclusive; x = no result given; [ ] = dose if it differs, or a comment. Calls follow the shape of the dose curve; as a rule, active = well fitted curve in the direction sought with a large enough effect; inconclusive = small, poorly fitted or top-dose-only effect, or another doubt; inactive = no such curve, though single readings can be large; an effect the other way counts as inactive or inconclusive. Potency is read from the fitted curve at half-maximal effect. This is a subset (hit frequency here may not be typical).

SMILES	EPAC2 ag	EPAC2 antagonist	PTHR1 ag	EPAC1 ag	EPAC1 antag	TDP43 rescue	FUS suppressor	aSyn yeast inh
O=C(NCC(=O)N1CCN(Cc2ccccc2)CC1)c1ccc(Cl)cc1	5%	5%	-30%[inhibitor]	-2%	8%	4%	-4%	3%
COc1ccccc1CNC(=O)Nc1nnc([C@H]2C[C@H](O)[C@@H](CO)O2)s1	6%	8%	11%	-10%	-15%	-9%	-18%	0%
O=C(Nc1ncc(Cc2ccccc2Cl)s1)C1=NCCN1	11%	12%	i	-12%	10%	-4%	11%	-12%
O=C1CC(SC(=Nc2ccccc2)Nc2ccccc2)C(=O)N1c1cccc(Cl)c1 (configuration not stated)	-4%	-9%	-11%[57.5 µM]	19%	-13%	6%	-11%	2%
CN(C)Cc1ncccc1Oc1nc2cc(-c3cccc(Cl)c3)sc2c(=O)n1C	9%	14%	-20%	-2%	-2%	u	1%	3%
CNS(=O)(=O)c1cc(OC)c(OC)cc1CC(=O)OC	2%	-9%	i	5%	-15%	-10%[9.22 µM]	-9%	0%
CCOC(=O)C1Nc2ccccc2C2c3ccccc3CC12 (configuration not stated)	25%	-14%	17%	-1%	-13%	6%	31%	9%
CC1Cc2ccccc2N1C(=O)CN1CCc2ccccc2C1 (configuration not stated)	3%	13%	-24%[57.5 µM]	17%	-3%	-26%	24%	-6%
COc1ccc(NC(=O)CN(C)C(=O)c2cccc(S(=O)(=O)N3CCN(c4ccc(F)cc4)CC3)c2)cc1	10%	0%	-43%[inhibitor]	3%	-7%	1%	22µM*	-2%
CCCc1cc(N2CCCC(C(=O)Nc3cc(Cl)ccc3OC)C2)n2ncnc2n1 (configuration not stated)	10%	1%	i	5%	4%	3%	29%	3%
CN(C)CCCn1cnc2c1c(=O)[nH]c(=O)n2Cc1ccccc1	11%	0%	i	5%	-17%	-8%	-3%	-2%
Cc1ccc(S(=O)(=O)NCC(=O)NCC(=O)OCC(=O)NC(=O)NC(C)(C)C)cc1C	14%	-5%	i	-7%	2%	14%	14%	-5%

4 records picked at random from the list so far, as already listed:
SMILES	EPAC2 ag	EPAC2 antagonist	PTHR1 ag	EPAC1 ag	EPAC1 antag	TDP43 rescue	FUS suppressor	aSyn yeast inh
CC1Cc2ccccc2N1C(=O)CN1CCc2ccccc2C1 (configuration not stated)	3%	13%	-24%[57.5 µM]	17%	-3%	-26%	24%	-6%
Cc1ccc(S(=O)(=O)NCC(=O)NCC(=O)OCC(=O)NC(=O)NC(C)(C)C)cc1C	14%	-5%	i	-7%	2%	14%	14%	-5%
COc1ccccc1CNC(=O)Nc1nnc([C@H]2C[C@H](O)[C@@H](CO)O2)s1	6%	8%	11%	-10%	-15%	-9%	-18%	0%
CCOC(=O)C1Nc2ccccc2C2c3ccccc3CC12 (configuration not stated)	25%	-14%	17%	-1%	-13%	6%	31%	9%

The results go on:
SMILES	EPAC2 ag	EPAC2 antagonist	PTHR1 ag	EPAC1 ag	EPAC1 antag	TDP43 rescue	FUS suppressor	aSyn yeast inh
Cc1c(-c2ccccc2)cnc2c(C)cccc12	5%	-25%	-13%	6%	-6%	14%	-8%	-9%
Cn1cccc1CC(=O)N/N=C/C=C/c1ccccc1	-4%	1%	i	-3%	-3%	8%	x	-2%
CCc1ccc(NC(=O)CS(=O)CC(=O)NC(C)CCc2ccco2)cc1 (configuration not stated)	4%	4%	i	4%	0%	6%	1%	-5%
O=C(OCc1cn([C@@H]2CN(C(=O)C3CCCCC3)[C@@H](c3ccccc3)C[C@H]2O)nn1)c1ccccc1	0%	6%	-16%	-3%	7%	0%	11%	-6%
Cc1cc(C)cc(NC(=O)CSc2nc3[nH]c(=O)cc(O)c3s2)c1	10%	3%	i	9%	2%	-5%	-2%	-13%
CC(C)(C)NC(=O)NC(=O)COC(=O)c1cccc(OC(F)F)c1	-1%	12%	-34%	0%	-1%	0%	-5%	-3%
Cc1cccc2c1N(CCOc1ccc(C(C)(C)C)cc1)C(=O)C2=O	-7%	-30%	0%	-7%	u	11%	x	6%
COCCSc1nnc(NC(=O)Cc2ccc(OC)c(OC)c2)s1	-1%	-5%	20%	-8%	-11%	-14%	-12%	-1%
CCOc1ccc(S(=O)(=O)N(C)C2CCCCC2)cc1	4%	-22%	i	-5%	-22%	1%	-6%	11%
C=CCn1c(SCC(=O)N2CCCC2)nc2c([nH]c3ccccc32)c1=O	0%	19%	i	1%	14%	4%	-5%	22%
O=c1cc(CNc2cc(C(F)(F)F)cc(C(F)(F)F)c2)nc2sccn12	3%	u	-54%[inhibitor]	-11%	-31%	18µM*	x	-10%
CC(C)(C)c1ccc(C2CC2C(=O)N/N=C\c2cc3ccccc3nc2Cl)cc1 (configuration not stated)	-11%	-1%[57.1 µM]	9%[57.5 µM]	-6%	3%	-1%	16%	-8%
COc1ccc(C(=O)c2ccc(N(C)C)cc2)c2ccccc12	17%	u	-10%	11%	4%	-8%	1%	16%
Cc1ccc(CNC(=O)C2C3C=CC4(CN(Cc5cccnc5)C(=O)C24)O3)cc1 (configuration not stated)	11%	4%	-23%[57.5 µM]	7%	5%	-26%	12%	-1%
CN1CCC(=NNC(=O)CN(c2ccccc2)S(=O)(=O)c2ccccc2)CC1	6%	-1%	i	-11%	-9%	3%	20%	-3%
COc1cc(C2N(c3ccc(Cl)cc3)C(=O)C3CCCN32)cc(OC)c1OC (configuration not stated)	7%	4%	13%	10%	-9%	23%	3%	1%
O=C(O)c1cc2c(cc1NC(=O)C1CCCC1)OCCO2	13%	3%	-22%	7%	-13%	5%	-5%	-5%
CC(=O)C1=C(O)C(=O)N(c2nccs2)C1c1ccc(F)cc1 (configuration not stated)	-2%	6%	-6%	-1%	-6%	-28%	20%	2%
COc1ccc(/C=N/N(CCC(=O)NC(C)(C)C)C2=NS(=O)(=O)c3ccccc32)cc1	-9%	8%	i	-27%	5%	-19%	14%	1%
COc1ccc(C(=O)OCC(=O)N2CCN(C(=O)c3ccco3)CC2)cc1OC	13%	-2%	i	7%	20%	-13%	-18%	-8%
COC(=O)[C@@]12CCCCN1[C@H](c1ccc(SC3CCCCC3)cc1)[C@H]1C(=O)N(C)C(=O)[C@H]12	5%	-5%	-1%	-12%	-17%	-14%	36%	-1%
C=CCc1cccc(CNc2nc3ccccc3n2CC)c1O	10%	-25%	-34%[inhibitor]	13%	-6%	9%	6%	1%
CCOc1ccc(NC(=S)Nc2ccc(Br)cc2Cl)cc1	-5%	1%	-41%[inhibitor]	-3%	-16%	u	0%	1%
Cc1nc2ccc([N+](=O)[O-])cc2nc1C	-8%	9%	i	-6%	1%	19%	-1%	3%
CC(OC(=O)Cc1c[nH]c2ccccc12)C(=O)NC1CCCCC1C (configuration not stated)	2%	-10%	i	-4%	-6%	13%	31%	0%
CCN1CCCC1CNC(=O)C(=O)Nc1ccccc1 (configuration not stated)	6%	0%	i	4%	17%	x	-2%	2%
CCS(=O)(=O)N1CCC(C(=O)Oc2ccc(Br)cc2)CC1	8%	-7%	-15%	-4%	-25%	13%	12%	-2%
COc1ccc2oc(N)c(C=O)c(=O)c2c1	6%	0%	7%	6%	-3%	-23%	9%	7%
CCN1CCN(C(=O)C2CCN(c3nnc(-n4c(C)ccc4C)s3)CC2)CC1	3%	3%	-4%	7%	2%	11%	-14%	0%
Cc1cccc2c1cnn2C(=O)Nc1cc(F)ccc1F	6%	-3%	-15%	-6%	11%	20%	-36%	1%
N#Cc1c2ncn(CC(=O)c3ccc(Br)cc3)c(=O)c2c2n1CCC2	7%	-4%	i	10%	8%	-7%	-22%	-6%
COc1ccc(C=NCCCN2CCOCC2)cc1	13%	8%	i	1%	-12%	22%	-4%	-1%
C/C(=N\Nc1nc(N)cc(Cl)n1)c1cccc(N)c1	1%	1%	u	2%	-8%	16%	x	0%
CC(O)CC(C)O (configuration not stated)	5%	-14%	i	-2%	-14%	17%	-20%	2%
CCc1cc(=O)oc2c(C)c(OS(C)(=O)=O)ccc12	-8%	3%	i	-3%	12%	29%	8%	-10%
CCCCc1ccc(NC(=O)c2ccc(N(C)S(C)(=O)=O)cc2)cc1	-1%	3%	-31%	-2%	-17%	-25%	18%	6%

Among those listed so far, these have a furan ring, fused or not.
SMILES	EPAC2 ag	EPAC2 antagonist	PTHR1 ag	EPAC1 ag	EPAC1 antag	TDP43 rescue	FUS suppressor	aSyn yeast inh
CCc1ccc(NC(=O)CS(=O)CC(=O)NC(C)CCc2ccco2)cc1 (configuration not stated)	4%	4%	i	4%	0%	6%	1%	-5%
COc1ccc(C(=O)OCC(=O)N2CCN(C(=O)c3ccco3)CC2)cc1OC	13%	-2%	i	7%	20%	-13%	-18%	-8%

(listing goes on)
SMILES	EPAC2 ag	EPAC2 antagonist	PTHR1 ag	EPAC1 ag	EPAC1 antag	TDP43 rescue	FUS suppressor	aSyn yeast inh
Cc1cc(C)nc(NS(=O)(=O)c2ccc(NS(=O)(=O)c3ccsc3)cc2)n1	9%	19%	8%	-9%	-1%	-9%	5%	2%
COc1cc(/C=C(/C(=O)c2cccs2)c2nc3ccccc3[nH]2)ccc1O	-1%	2%	-77%[inhibitor][57.5 µM]	4%	-29%	u	40%	5%
CC(C)(CO)CNC1CCCN(C2Cc3ccccc3C2)C1 (configuration not stated)	-1%	-3%	i	8%	0%	-16%	3%	0%
COc1ccc(C(CNC(=O)CN2C(=O)NC3(CCCC3)C2=O)N(C)C)cc1 (configuration not stated)	4%	9%	i	-15%	-17%	-12%	-1%	-1%
CCOC(=O)c1c(C)[nH]c(C(=O)COC(=O)c2ccco2)c1C	1%	5%	i	-1%	4%	0%	16%	-3%
Cc1cccc(Cl)c1OCCN1CCCC1	1%	1%	i	2%	-11%	11%	-12%	-7%
Cc1ccc(C)c(OCCCCN2CCNCC2)c1C	-10%	-2%	i	-5%	-14%	-25%	8%	0%
O=C(CSc1ncccn1)NN=C1CCCCCC1	-7%	8%	i	0%	-10%	0%	-18%	-9%
CCCc1sc(N/N=C/c2ccccn2)nc1-c1ccc(F)cc1	-7%	-15%	-25%	12%	-26%	-84%[inhibitor]	-1%	-62%[inhibitor]
O=C(Nc1ccc2c(c1)C(=O)NC2=O)c1ccccc1Cl	-2%	6%	-8%	-29%	11%	24%	-30%	-3%
COc1ccccc1CNC(=O)N1CCN(c2ccccc2Cl)CC1	12%	3%	i	-3%	10%	-10%	-19%	5%
O=C(CN1C(=O)C2CC=CCC2C1=O)Nc1ccc(Br)cc1 (configuration not stated)	1%	3%	i	3%	-7%	-8%	x	5%
CC(=O)c1ccccc1OC(=O)CCN1C(=O)c2ccccc2C1=O	3%	u	u	1%	-6%	-8%	8%	-1%
Cc1cc(-n2nc(C)cc2C)n2ncc(-c3ccccc3)c2n1	0%	8%	i	2%	14%	-10%	12%	-2%
